Screening data from PubChem BioAssay.
mcGAS inh – mouse cGAS inhibition by luminescence. Q8C6L5. recombinant cGAS, Kinase-Glo ATP depletion luminescence. inhibition, % at 12.5 µM. hit rate 0.15% among 160,000;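 also: 0% = negative control wells and 100% = reference inhibitor with no enzyme activity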
NPYLR7 agonist – mosquito NPYLR7 agonism; HEK293T NPYLR7/Galpha15, GCaMP6s calcium fluorescence; activation, % at 10 µM; hit rate 0.15% among 270,000; AID 1259423; in the data active = activation above about 40%;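 also: 0% = vehicle and 100% = reference agonist at the receptor; some compounds past the cut are filed as inactive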
hcGAS inh – human cGAS inhibition; Q8N884; recombinant h-cGAS, ATP depletion, Kinase-Glo luminescence; inhibition, % at 12.5 µM; hit rate 0.081% among 290,000; AID 1259398;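 also: 0% = vehicle reaction and 100% = reaction without DNA for no activity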
Target sequence (Q8N884 whole entry, looked up): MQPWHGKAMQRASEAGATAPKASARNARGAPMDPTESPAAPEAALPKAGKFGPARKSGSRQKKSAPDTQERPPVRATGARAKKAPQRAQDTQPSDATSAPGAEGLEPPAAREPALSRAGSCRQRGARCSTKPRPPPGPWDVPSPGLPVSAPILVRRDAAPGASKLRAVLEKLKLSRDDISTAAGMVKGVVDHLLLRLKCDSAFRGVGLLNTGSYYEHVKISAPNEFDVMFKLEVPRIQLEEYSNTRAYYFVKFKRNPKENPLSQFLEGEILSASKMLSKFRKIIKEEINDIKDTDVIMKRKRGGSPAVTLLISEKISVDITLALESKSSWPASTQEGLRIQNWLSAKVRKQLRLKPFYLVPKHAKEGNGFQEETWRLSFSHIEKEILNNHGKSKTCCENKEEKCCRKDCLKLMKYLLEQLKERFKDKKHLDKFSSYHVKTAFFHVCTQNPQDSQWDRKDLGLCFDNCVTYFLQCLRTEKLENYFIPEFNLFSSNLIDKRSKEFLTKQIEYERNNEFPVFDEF
The depositor's hits bear a star; nt = no result given. Rule as the data show it, unless noted: active = inhibition above about 40%; inactive = the rest. Not a hit list (roughly 0.27% active in at least one column).

Structure | mcGAS inh | NPYLR7 agonist | hcGAS inh
COc1cc(C(=O)NN=Cc2ccc(Br)o2)cc(OC)c1OC | nt | 0 | -7
COc1ccc(-c2nonc2N)cc1 | nt | -1 | -4
Cc1cn2c3c(=O)n(Cc4ccccc4F)c(=O)n(C)c3nc2n1CCOCCO | nt | -3 | -3
COc1cc2c(cc1NC(=O)CSc1nnc(C)s1)oc1ccccc12 | -3 | 1 | -4
CCCCc1nc(N2CCN(C(=O)c3ccc([N+](=O)[O-])cc3)CC2)c2c(-c3ccccc3)noc2n1 | -4 | -1 | -4
COc1ccc(-c2noc(CN(Cc3ccccn3)CC3CCCO3)n2)c(OC)c1OC (stereo not drawn) | nt | 3 | -7
NC(=O)C1(N2CCCCC2)CCN(Cc2cc3n(n2)CCNC3)CC1 | nt | 11 | -2
CC(Sc1nnc(C2CC2)n1C1CC1)C(=O)NC1(C#N)CCCCC1 (stereo not drawn) | nt | 2 | 2
CN(CC(=O)NC(C)(C)C)Cc1cc(Cl)c2ccccc2c1O | nt | 4 | -3
CC(=O)O[C@H]1CC2(C)[C@@H](C[C@@H](O)[C@H]3[C@@]4(C)CC[C@@H](O)[C@@H](C)[C@@H]4CC[C@@]32C)/C1=C(/CCC=C(C)C)C(=O)O (stereo partly drawn) | -4 | 1 | -3
c1cc(CNc2ncnc3ccsc23)cc(CN2CCCC2)c1 | nt | 0 | -3
CCc1nc2ccc(C(=O)NCc3cccs3)cn2c1N(C)CCCc1ccccc1 | -2 | 22 | -6

Quoted at random: 6 compounds from above
Structure | mcGAS inh | NPYLR7 agonist | hcGAS inh
COc1cc2c(cc1NC(=O)CSc1nnc(C)s1)oc1ccccc12 | -3 | 1 | -4
c1cc(CNc2ncnc3ccsc23)cc(CN2CCCC2)c1 | nt | 0 | -3
COc1ccc(-c2nonc2N)cc1 | nt | -1 | -4
CC(=O)O[C@H]1CC2(C)[C@@H](C[C@@H](O)[C@H]3[C@@]4(C)CC[C@@H](O)[C@@H](C)[C@@H]4CC[C@@]32C)/C1=C(/CCC=C(C)C)C(=O)O (stereo partly drawn) | -4 | 1 | -3
COc1ccc(-c2noc(CN(Cc3ccccn3)CC3CCCO3)n2)c(OC)c1OC (stereo not drawn) | nt | 3 | -7
CCCCc1nc(N2CCN(C(=O)c3ccc([N+](=O)[O-])cc3)CC2)c2c(-c3ccccc3)noc2n1 | -4 | -1 | -4

More compounds
Structure | mcGAS inh | NPYLR7 agonist | hcGAS inh
CCOC(=O)Cn1c(C2CC(=O)N(c3ccccc3OC)C2)nc2ccccc21 (stereo not drawn) | -3 | 3 | -8
CC(C)(C)c1ccccc1NC(=O)c1nc2ncccn2n1 | -8 | 0 | -7
O=C(NC1CCC(C(F)(F)F)CC1)c1ccc(-n2ccnc2)nc1 (stereo not drawn) | -4 | -4 | 1
COc1ccccc1/C=C/c1nn2cnnc2s1 | -7 | 1 | -5
Cc1cc(C)c(NC(=O)CSc2nc(=O)n(Cc3ccccn3)c3c2CCC3)c(C)c1 | -10 | -1 | -9
CN1CCN(Cc2ccc(C#CC(C)(C)O)s2)CC1C(=O)O (stereo not drawn) | -12 | 1 | -2
CCc1c(C)nn(CC(=O)N2CCOC(C(F)(F)F)C2)c1C (stereo not drawn) | nt | -6 | -7
O=C1SCCN1CCC(=O)N1CCCc2c(Cl)ccc(F)c21 | nt | -3 | 1
COc1cccc(CN2CC(C(=O)N3CC=C(c4ccccc4)CC3)CCC2=O)c1 (stereo not drawn) | nt | 2 | -9
COc1cccc(C(=O)N2CCN(C(C(=O)NCCc3ccccc3)C3CCCC3)CC2)c1 (stereo not drawn) | nt | -4 | 6
O=C(O)CCC12CC3CC(CC(Cl)(C3)C1)C2 | nt | 5 | 7
O=C([C@@H]1CCCCN1)N1CCc2nnc(CCc3ccccc3)n2CC1 | -17 | nt | -5
COc1ccc(NC(=O)CCN(Cc2ccccc2)c2nc(-c3cccc(Br)c3)nc3ccccc23)cc1 | -4 | 11 | -3
Cc1n[nH]c(C)c1CC(=O)N1CC[C@@](C)(O)[C@@H](Cc2ccccc2)C1 | nt | -5 | -6
CNc1nc(Nc2ccc(C)cc2)c2nccnc2n1 | nt | 4 | 4
CN(CCCOc1ccccc1Cl)C(=O)C1(N)CC1 | -9 | 0 | -7
CCS(=O)(=O)N1CCN(C(=O)c2ccc3nc(C)c(N(C)C(=O)Nc4ccc(C(C)=O)cc4)n3c2)CC1 | -2 | 11 | -5
COc1c(C)cnc(COc2cccc(-n3cncn3)c2)c1C | -16 | 3 | -6
COc1cn(CC(=O)Nc2cc(C)cc(C)c2)c(CSc2nnnn2C)cc1=O | -8 | -4 | -7
CCN(CC(=O)NCc1cccs1)C(=O)CC1C=CCC1 (stereo not drawn) | nt | 0 | 1
Cn1ccnc1SCc1cc(=O)c(OC(=O)c2cccc(F)c2)co1 | -6 | 31 | -7
CC(=O)c1cc(CC(=O)N2CCCC(Nc3ccccc3)C2)cs1 (stereo not drawn) | nt | -1 | -3
O=C(CC1C=CS(=O)(=O)C1)OCc1ccc(C(=O)Nc2ccccc2)cc1 (stereo not drawn) | nt | 9 | -11
CCN(CCn1cccn1)C(=O)c1cnc(C)nc1 | nt | 23 | -7
COCCN(Cc1c(-c2ccccc2)noc1N1CCSCC1)C(=O)C1CC1 | -5 | 16 | -6
Cc1ccc(S(=O)(=O)N2CCC3(CC2)OCCO3)s1 | nt | 0 | 0
CCc1ccc(NC(=O)CN2CN(c3ccccc3)C3(CCN(C(=O)c4ccc([N+](=O)[O-])cc4)CC3)C2=O)cc1 | -7 | 24 | -11
COCCCNCc1c(C)nn(-c2cccc(F)c2)c1N1CCN(C)CC1 | nt | 4 | -1
CCOC(=O)C(=O)Nc1sc(-c2ccccc2)cc1C(=O)OCC | -6 | 13 | -11
CS(=O)(=O)Nc1cccc(F)c1 | -3 | 4 | 1
COc1ccc(-c2cc3ccc(O)c(CN4CC5CC(C4)c4cccc(=O)n4C5)c3oc2=O)cc1 (stereo not drawn) | -7 | 8 | -3
COC(C)(C)Cn1ccnc1-c1ccc(Oc2ncccn2)cc1 | 0 | 0 | 3
Oc1c(Br)cc(Br)cc1C=NC1CC1 | nt | 9 | 53*
COc1ccc(CN(CC(O)COc2ccc(OC)cc2)CC2CC2)cc1 (stereo not drawn) | -3 | -5 | -4
O=S(=O)(c1ccc(Sc2ccccc2)nc1)N1CCCC1 | nt | 3 | -5
Cc1ccc(C=NNC(=S)NCC2CCCO2)s1 (stereo not drawn) | nt | -9 | -2
CC(NCC12CC3CC(CC(C3)C1)C2)C(=O)N1CC(=O)Nc2ccccc21 (stereo not drawn) | -1 | -1 | 0
Cc1ccc(NC2CCCN(C(=O)c3scc4c3OCCO4)C2)cc1C (stereo not drawn) | nt | 17 | -5
O=S(=O)(c1cccs1)N1CCCC1c1ccccc1 (stereo not drawn) | nt | -5 | 8
Cc1cccc(CC(=O)N2CCC(N3CCC(C(=O)N4CCOCC4)CC3)CC2)c1 | nt | 24 | -9
CCCCSc1nc2c(c(=O)[nH]1)C(c1ccc(Cl)cc1)C(C(=O)OCC)C(C)=N2 (stereo not drawn) | nt | -3 | -8
CN(C)C(=O)NS(=O)(=O)c1ccc(Cl)cc1 | nt | 0 | -10
COCC(=O)N[C@H]1CCN2C(=O)[C@@H]3C[C@@H](OCC4CC4)CN3C(=O)[C@H]12 | -8 | -7 | -8
CCc1ccccc1NC(=O)N1CCCC1C(=O)Nc1nnc(-c2cccc(Cl)c2)s1 (stereo not drawn) | -1 | 19 | -9
CS(=O)(=O)Cc1nc(-c2cc3c(cc2F)NC(=O)CC3)cs1 | nt | -20 | -2
COCC(=O)N1CCC(Oc2ccccc2C(=O)N2CCN(c3ccccc3)CC2)CC1 | nt | 2 | -6
COc1ccc(C2Nn3c(nnc3C3CC3)SC2C(=O)c2ccc(F)cc2)cc1 (stereo not drawn) | nt | 4 | -4
COc1cccc(C2C3=C(CCCC3=O)N(N(C)C)C(=N)C2C#N)c1 (stereo not drawn) | nt | -2 | -6
CN(CCOc1ccccc1F)C(=O)/C=C/c1ccccc1C#N | nt | 4 | -5
COc1ccccc1C1CN(CCNC(=O)c2ccc(N3CCOCC3)cc2)Cc2ccccc2O1 (stereo not drawn) | -13 | 2 | -7
CC(C)c1nnsc1CN1CCCC(C#N)C1 (stereo not drawn) | -6 | nt | -16
CCCCOc1ccccc1/C=N\Nc1nnc(C)c(=O)[nH]1 | nt | 0 | -4
CC(C)(C)OC(=O)N1CCc2ccccc2C1C(=O)N1CCCC(C(=O)NCC2CC2)C1 (stereo not drawn) | nt | 3 | -15
COc1cc(OC)c(C2=NOC(C(=O)Nc3ccn(Cc4ccccc4C)n3)C2)cc1Cl (stereo not drawn) | -7 | 1 | -10
O=C(NCc1ccc(F)cc1)C(=O)NCC1CCN(c2ncccn2)CC1 | nt | -3 | -1
CC(NC(=O)c1cc(NC(=O)c2ccc(Br)cc2)ccc1N1CCCCC1)c1ccccc1 (stereo not drawn) | -5 | 18 | -2
O=C(c1cn[nH]n1)N1CCn2cccc2C1c1ccccn1 (stereo not drawn) | -12 | -1 | -2
O=C(Cc1ccc(F)cc1)NCCSc1ncc(-c2ccccc2)[nH]1 | -1 | 9 | -5
Cc1ccc(NC(=O)CC(=O)N(C)C(C)c2nccs2)cc1 (stereo not drawn) | nt | -1 | -4
Cc1ccccc1CN1CCN(Cc2cccc3nonc23)CC1 | -10 | 22 | -6

Next part.
Structure | mcGAS inh | NPYLR7 agonist | hcGAS inh
Fc1ccc(Oc2cc(N3CCN(Cc4ccccc4)CC3)ncn2)cc1Cl | -9 | -6 | -4
CC(C)=CC(=O)NCc1cccc(-c2ncc(-c3ccccc3)[nH]2)c1 | -8 | 10 | -4
COc1ccc(OC)c(S(=O)(=O)NC(=O)C2(C)CCN2C(=O)c2ccccc2)c1 (stereo not drawn) | nt | 0 | -8
Cn1cnnc1CNC(=O)COc1ccc(C(C)(C)C)cc1C(C)(C)C | nt | 1 | 2
CCn1ccc2c(OCC(=O)c3ccccc3)cccc2c1=O | -9 | -1 | -10
CCCC(C(=O)O)N1C(=O)/C(=C/c2ccc(Cl)cc2Cl)SC1=S (stereo not drawn) | 26 | -5 | 1
Cc1ccc(Nc2nc(N(C)CCO)nc3c2cnn3-c2ccccc2)cc1C | 3 | -2 | 5
CN1CCN(Cc2ccccc2Oc2ccc(C(N)=O)cn2)CC1 | nt | 1 | -3
Cc1cc2cc(CNC(=O)CCC(=O)O)ccc2n1C | -6 | 10 | -6
CCc1ccc(C(C)NCC(=O)Nc2cccc(C(C)=O)c2)cc1 (stereo not drawn) | nt | 6 | -6
Cc1ccc(NC(=O)Nc2ccc(-c3ccc(=O)n(C)n3)cc2)cc1 | -11 | 13 | -7
CCS(=O)(=O)c1ncc(CN2CCN(Cc3cccc(OC)c3)C(=O)C2)n1CCOC | nt | 4 | -7
COCc1cc(C)nc(N/N=C\c2ccc(-c3cccc(Cl)c3Cl)o2)c1C#N | -5 | -1 | -6
Cc1cc(=O)nc2sc(N3CCC(C(=O)O)CC3)nn12 | -3 | 2 | -7
CC1(C(=O)NS(=O)(=O)c2ccc3c(c2)CCO3)CCN1C(=O)c1ccc(C2CCCCC2)cc1 (stereo not drawn) | nt | -2 | -8
CC(C)NC(=O)NCc1ccc(NS(=O)(=O)c2ccc3c(c2)CN(C(=O)C(F)(F)F)CC3)cc1 | -2 | -16 | -3
O=C(Nc1cccc2c1OCCO2)C1=NOC(c2ccccc2)C1 (stereo not drawn) | nt | 0 | -3
O=C(Cn1nnc2ccccc21)OCC(=O)N1CCCCC1 | nt | 4 | -10
COc1cc(O)c2c(c1)C(=O)c1cc(C)cc(O)c1C2=O | -2 | nt | 0
Cc1csc(C(C#N)C(=O)CSc2ncnc3sc4c(c23)CCC4)n1 (stereo not drawn) | nt | 5 | 2
CC(c1ccc(-c2cccc(-n3cnnc3)c2)cc1)N1CCOCC1 (stereo not drawn) | -16 | 0 | -5
Cc1nc2ccc(F)cc2n1C1CCN(C(=O)CCc2cccs2)CC1 | 2 | -12 | -1
Cc1c(CN(C)Cc2nc(C(C)C)cs2)cnn1C | -18 | 29 | -7
Cc1cccc2c3c([nH]c12)CCC(NC(=O)CCc1ccc2c(c1)OCO2)C3 (stereo not drawn) | -7 | nt | -12
C=c1ncccc1=C1N=C(N(C)C)N=C(N)N1 | -3 | 8 | -10
Cc1c(C(=O)NCc2cccc(Cl)c2)sc(=O)n1Cc1ccccc1F | nt | 12 | -7
COc1ccccc1-c1cc(C(=O)N2CCc3ccccc3C2)n2nc(-c3ccc(Cl)cc3)cc2n1 | -6 | 19 | -2
O=C1NCCN=C1Cc1ccc2ccccc2n1 | nt | -3 | 3
CN(C)CCCN(C(=O)c1ccco1)c1nc2c(F)cc(F)cc2s1 | -2 | 9 | -2
COc1c(C)cnc(CN(C)C(=O)c2cc(CC(C)C)no2)c1C | 0 | -9 | 1
C=Cn1cc[n+](CC(=O)c2ccc(-c3ccccc3)cc2)c1 | nt | -6 | 0
O=C(O)c1cccc(-c2csc(C(O)(c3ccccc3)C(F)(F)F)n2)c1 (stereo not drawn) | nt | 5 | -8
Cc1nc(SCc2c(C)noc2C)c2c3c(sc2n1)CCC3 | -5 | 1 | -1
Cc1cn2c3c(=O)n(C)c(=O)n(C)c3nc2n1-c1ccc(OCCN2CCCCC2)cc1 | nt | 4 | -5
Cc1c(C(=O)NCc2ccc(C(C)C)cc2)sc(=O)n1Cc1ccc(S(=O)(=O)N(C)C)cc1 | nt | -7 | 0
COc1ccc(CN(Cc2nc(C(=O)NCCN(C)C)co2)C(C)C)cc1 | 0 | -10 | 6
COC(=O)c1ccc(Nc2nnc(Cc3ccccc3)c(=O)[nH]2)cc1 | nt | -4 | -6
Cc1nc2nc(CN3CCCC3c3nc4ccc(F)cc4[nH]3)cc(=O)n2[nH]1 (stereo not drawn) | -10 | 1 | -3
O=[N+]([O-])c1cccc(C(F)(F)F)c1O | nt | 7 | -6
